# Source: PubChem (ICCB-Longwood Screening Facility, Harvard Medical School)
# Polio RdRp inh: poliovirus RNA polymerase inhibition; P03300; % elongation, % (compound at 16.7 µg/mL); poliovirus polymerase elongation, fluorescence polarization; active compounds read low; hit rate 0.66% among 150,000; in the data active means % elongation below about 90%; further: some results filed as inactive read as strong as hits
# Target sequence (P03300 1749-2209 limits assumed): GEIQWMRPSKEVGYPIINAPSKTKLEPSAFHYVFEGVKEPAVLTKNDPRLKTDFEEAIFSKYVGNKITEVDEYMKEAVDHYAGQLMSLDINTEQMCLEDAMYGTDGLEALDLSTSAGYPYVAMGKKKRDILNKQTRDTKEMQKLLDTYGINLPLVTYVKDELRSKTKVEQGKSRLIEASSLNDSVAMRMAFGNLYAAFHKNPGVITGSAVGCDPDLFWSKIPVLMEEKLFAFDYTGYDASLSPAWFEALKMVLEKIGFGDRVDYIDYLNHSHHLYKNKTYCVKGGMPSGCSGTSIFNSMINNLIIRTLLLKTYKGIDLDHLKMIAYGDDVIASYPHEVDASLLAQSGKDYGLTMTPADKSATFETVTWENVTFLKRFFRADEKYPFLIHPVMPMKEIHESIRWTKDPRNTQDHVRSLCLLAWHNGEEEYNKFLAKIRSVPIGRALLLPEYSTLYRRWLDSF
# Polio RdRp inh FP z-score: also measured in Polio RdRp inh; calls as there; z-score; measured here: FP z-score; hits read low
# Numbers without * were called inactive. Not all compounds are listed. The share of hits here may be higher or lower than overall.
smiles	Polio RdRp inh	Polio RdRp inh FP z-score
c1ccc2c(c1)nc(NCC1CCCO1)c1nnnn12 (configuration not stated)	102	-0.2
O=C(O)c1ccc(-c2ccccc2)o1	102	0.1
COc1cccc(N2CCN(C(=O)c3ccc(CS(=O)c4cccc(Cl)c4)o3)CC2)c1 (configuration not stated)	112	1.2
COc1ccccc1NS(=O)(=O)c1cccc(C(F)(F)F)c1	99	-0.4
COc1ccc(OC)c(CNc2ccc3c(c2)CCC3)c1	103	1
CCOC(=O)c1cccc(NC(=O)Cn2nc3c(cc2=O)CCCC3)c1	102	-1.2
COC(=O)CCNc1ccc2c(c1)OCCO2	104	-0.1
COc1ccc(NC(NC(C)=O)(C(F)(F)F)C(F)(F)F)c(OC)c1	102	0.1
COc1cc(NC(C)=O)ccc1/C=N/NC(N)=S	102	-0.5
O=C(c1ccccc1)c1ccccc1C(=O)N1CCN(c2ccccc2)CC1	99	-0.8
CCOC(=O)c1oc2ccccc2c1CSc1nnc(Cc2ccccc2)n1C	102	-0.1
CC(=O)c1ccccc1NS(=O)(=O)c1cc2c(cc1C)NC(=O)CO2	110	0.6

# Structural class: the compounds so far containing a carbonyl joined to an NH by a bond outside any ring (three)
smiles	Polio RdRp inh	Polio RdRp inh FP z-score
CCOC(=O)c1cccc(NC(=O)Cn2nc3c(cc2=O)CCCC3)c1	102	-1.2
COc1ccc(NC(NC(C)=O)(C(F)(F)F)C(F)(F)F)c(OC)c1	102	0.1
COc1cc(NC(C)=O)ccc1/C=N/NC(N)=S	102	-0.5

# The listing picks up with the six entries that preceded the break.
smiles	Polio RdRp inh	Polio RdRp inh FP z-score
COC(=O)CCNc1ccc2c(c1)OCCO2	104	-0.1
COc1ccc(NC(NC(C)=O)(C(F)(F)F)C(F)(F)F)c(OC)c1	102	0.1
COc1cc(NC(C)=O)ccc1/C=N/NC(N)=S	102	-0.5
O=C(c1ccccc1)c1ccccc1C(=O)N1CCN(c2ccccc2)CC1	99	-0.8
CCOC(=O)c1oc2ccccc2c1CSc1nnc(Cc2ccccc2)n1C	102	-0.1
CC(=O)c1ccccc1NS(=O)(=O)c1cc2c(cc1C)NC(=O)CO2	110	0.6
Cc1cc(C)n(-c2ccc(N/N=C(/C#N)S(C)(=O)=O)cc2)n1	102	0.2
CCS(=O)(=O)c1nc(S(=O)(=O)c2ccc(Cl)cc2)c(NC(C)C)s1	101	-0.4
Cc1ccc(NC(=O)c2c(C)oc3ccc(O)c(CN4CCCCC4)c23)cc1	108	0.4
CC1(C)C=C(C(N)=O)C(C)(C)N1OC(=O)c1ccco1	107	0.4
CCN(CC(=O)NCc1ccc(F)cc1)Cn1cnc2ccccc21	103	0.1
O=C(CC(c1ccc(Cl)cc1)S(=O)(=O)c1ccccc1)c1cccs1 (configuration not stated)	98	-1.2
CCN=C(Nc1ccc(C(C)(C)C)cc1)SCC1CC1	105	0.2
COc1ccc(N(CC(=O)Nc2cccc(Cl)c2C)S(=O)(=O)c2c(C)nn(C)c2C)cc1	109	0.9
COc1ccccc1CNc1ccc(-c2nc(-c3ccncc3)no2)cc1[N+](=O)[O-]	106	-0.4
COC(=O)C1CCN(C(c2ccccc2)c2sc3nc(-c4ccco4)nn3c2O)CC1 (configuration not stated)	105	-0.1
CCN(CC)CCNc1ccc(C(F)(F)F)cn1	103	0.6
Cn1cnnc1SCNC(=O)C(F)(F)F	99	-0.2
CCCNC(=O)c1cc(C(C)C)on1	99	-1.1
O=c1oc2ccccc2c(O)c1/C=N/N1CCOCC1	106	0.4
O=C(Cn1c(=O)cnc2ccccc21)Nc1ccccc1	113	1.2
Clc1ccc(NCc2ccccc2)cc1	100	-0.3
CCN(CC)C(=O)Cn1c(=O)cc(C)c2c(C)nn(-c3cccc(Cl)c3C)c21	102	-0.2
CCCN(CCC)C(=O)CSc1nnc(-c2cc3sccc3n2C)n1-c1c(C)cc(C)cc1C	101	-0.4
CCOC(=O)c1c(S(=O)(=O)N2CCC(C(=O)NCc3ccc(F)cc3)CC2)c(C)n(C)c1C	112	1
O=C(Nc1cc(C(F)(F)F)ccc1Cl)c1cc(-c2cccs2)nc2ccccc12	105	-0.1
Cc1csc(=Nc2cccnc2)n1CC1CCCCC1	100	-0.2
CCCn1c(SCC(=O)Nc2cccc(CC)c2)nc2c(oc3ccccc32)c1=O	101	-0.4
CCOc1ccc(C2C(C#N)=C(N)Oc3c2ccc(=O)c2c(C)oc(C)c32)cc1 (configuration not stated)	108	1.3
CCOc1ccc(C(=O)Nc2ccc3c(c2)C(=O)N(C)C3=O)cc1	100	-0.8
CCC(=O)N1c2nc(-c3ccco3)nn2C2(CCCCC2)[C@@H]2CCCC[C@@H]21	110	0.6
CCOc1ccccc1NC(=O)CSc1nc2nccnc2c(=O)n1Cc1ccc2c(c1)OCO2	100	-0.8
CC(C)C(=O)N1CCN(C2c3ccccc3CC2NS(=O)(=O)c2ccccc2)CC1 (configuration not stated)	101	-0.2
O=C(NCc1ccccc1)c1noc2c1CCc1ccccc1-2	103	1.1
CN(Cc1ccccc1)C(=O)COc1ccc(-n2ccnc2)cc1	101	-0.4
Cc1ccc(Nc2ccc3cc(S(=O)(=O)N4CCC(C)CC4)ccc3n2)c(Cl)c1	102	-1
CC(=O)N1CCC(N(C(=O)Nc2ccc(C)c(F)c2)C(C)C)CC1	109	0.4
O=C1CCC(C(=O)NNc2c(F)c(F)cc(F)c2F)=NN1	107	0.6
O=C(Cn1cccc1C(=O)c1ccccc1)NCc1ccccc1Cl	108	0.4
c1ccc(-c2cnc(-c3cccs3)o2)cc1	106	0.5
O=C(Nc1ccccc1C(=O)OCc1cc(=O)n2ccsc2n1)c1cccc(F)c1	105	-0.3
CC1CCc2sc(NC(=O)C3CC3)c(C#N)c2C1 (configuration not stated)	100	-0.1
COc1cccc(NC(=O)Cn2c(=O)n(Cc3ccc(F)cc3)c(=O)c3sc4ccccc4c32)c1	106	0.7
Cc1cc(Br)ccc1SCC(=O)OCC(=O)NC1CC1	100	-0.4
CCOc1ccc(NC(=O)CN(c2ccccc2OCC)S(=O)(=O)c2ccccc2)cc1	108	0.4
N=P(N1CCOCC1)(N1CCOCC1)C12CC3CC(CC(C3)C1)C2	109	0.5
CCS(=O)(=O)c1ncc(N(Cc2ccco2)Cc2sccc2C)c(C(=O)Nc2ccc(C)cc2C)n1	111	1
Cc1ccc(-n2nc(CN3CCOCC3)c(-c3ccccc3)c2N)c(C)c1	102	0.3
COc1ccc(OC)c(/C=N/NC(=O)Cc2nc3ccccc3[nH]2)c1	104	0.6
CCn1c2ccccc2c2cc(/C=C3\CCC(C4CCCC4)C3=O)ccc21 (configuration not stated)	104	0.5
COc1ccc(C)cc1NC(=O)COC(=O)c1c(C)noc1C	101	0.1
Cc1cc(C)nc(-n2nc(C)c3c2N(Cc2ccccc2)C(=O)CC3c2ccc(Cl)cc2)n1 (configuration not stated)	101	-1.2
CC(C)c1ccc(Nc2c(-c3ccsc3)nc3ccc(Cl)cn23)cc1	105	-1
N#CCC(=O)N1CCNCC1	97	-0.6

# Sorted by number of heavy atoms (rising): some entries from above.
smiles	Polio RdRp inh	Polio RdRp inh FP z-score
N#CCC(=O)N1CCNCC1	97	-0.6
COc1ccc(C)cc1NC(=O)COC(=O)c1c(C)noc1C	101	0.1
COc1cccc(NC(=O)Cn2c(=O)n(Cc3ccc(F)cc3)c(=O)c3sc4ccccc4c32)c1	106	0.7

# (further entries)
smiles	Polio RdRp inh	Polio RdRp inh FP z-score
C=CCC1CC=CC(C)N1C(=O)OCc1ccccc1 (configuration not stated)	106	0.3
N=c1n(CCCOc2ccccc2)c2ccccc2n1CC(N)=O	101	0.3
COc1ccc(-n2c(=O)c3sc4ccccc4c3n(C)c2=O)cc1	103	-0.2
COc1cc2ncnc(NC(C)c3ccccc3)c2cc1OC (configuration not stated)	102	0.2
CC(C)Oc1ccc(CNCC2(O)CCOC(C)(C)C2)cc1 (configuration not stated)	102	0.1
CCOC(=O)c1c(S(=O)(=O)NCC(=O)Nc2cc(C)ccc2C)c(C)n(C)c1C	107	0.1
Cc1nc2ccn(Cc3ccccc3)c(=O)c2cc1C(=O)N1CCN(c2ccccc2)CC1	100	-0.4
COc1ccc(CC(=O)n2nc(-c3ccc(Cl)cc3)nc2NCc2ccco2)cc1OC	103	0.3
CCOc1ccccc1NC(=O)C1CCCN1S(=O)(=O)c1ccc2c(c1)C(C)(C)C(=O)N2C (configuration not stated)	108	0.3
CCC1CCCCN1C(=O)COC(=O)C1=COCCO1 (configuration not stated)	102	0.1
O=C(NCC1CCCO1)c1ccc(N2CCCCS2(=O)=O)cc1 (configuration not stated)	102	0.1
CC(C)Cn1cc(NC(=O)N2C(C)CCCC2C)c2ccccc2c1=O (configuration not stated)	92	-2
CC(C)C(NS(=O)(=O)c1ccc2c(c1)oc(=O)n2C)C(=O)NCc1ccccc1 (configuration not stated)	112	1.5
COc1cc(NC(=O)CN(C)S(=O)(=O)c2ccc3c(c2)CCCC(=O)N3)cc(OC)c1OC	101	-1.5
Cn1/c(=N\N=C2CCCCC2)sc2ccccc21	102	0.2
CCN(C(=O)NC1(C(F)(F)F)Oc2ccc(Cl)cc2O1)C1CCCCC1 (configuration not stated)	100	0
C=CCN(CC(=O)Nc1ccc(C)cc1)c1ccccc1	104	0.2
COc1ccc(N(C(=O)c2ccc(C(C)(C)C)cc2)S(=O)(=O)c2ccc(Cl)cc2)cc1	104	-0.1
COc1ccc(CNC(=O)c2cc3c(=O)oc4ccc(C)cc4c3s2)c(OC)c1	111	0.9
N#Cc1ccc(C2NC(=O)c3ccccc3N2)cc1 (configuration not stated)	106	1.1
NC(=O)c1cc(S(=O)(=O)N2CCCC2)ccc1OCc1ccc(F)cc1	97	-0.8
COc1ccc(OC)c(N(C)S(=O)(=O)c2ccc3c(c2)NC(=O)CC(=O)N3)c1	110	1.7
Nc1n[nH]c2c1CSc1ccc(Cl)cc1-2	105	1.3
O=C(/C=C/c1ccccc1Cl)N1CCC(c2nc3ccccc3o2)CC1	103	0
O=C(NCCCc1ccccc1)C1CCCN1c1nnc(N2CCCC2=O)s1 (configuration not stated)	100	-1.1
CS(=O)(=O)N1CCC(c2nc3ccccc3[nH]2)CC1	101	-0.6
COC(=O)c1sc(N)c(C(=O)OC)c1CSc1nnc(C(F)(F)F)n1C	102	0
Cc1ccc(NC(=O)CN(C)Cc2cc(=O)n3ccsc3n2)cc1	102	-0.2
CCc1ccc(NC(=O)C(C)Sc2ccc(S(=O)(=O)N3CCN(C)CC3)cn2)cc1 (configuration not stated)	100	-0.4
CCN(CC)S(=O)(=O)c1ccc(C(=O)N2N=C3/C(=C/c4cccs4)CCCC3C2c2cccs2)cc1 (configuration not stated)	99	-0.1
Cc1cc(C)c(C#N)c(SCC(=O)Nc2nsc(-c3ccc(Cl)cc3)n2)n1	102	0.2
CCCCNC(=O)CC1Sc2ccccc2NC1=O (configuration not stated)	99	-0.4
COc1ccc2cc3cc(C(=O)N(C)c4cc(C)ccc4C)oc3nc2c1	101	0.2
O=C(Nc1ccccc1C(F)(F)F)c1cccn(Cc2ccccc2)c1=O	111	1
CC(C)CCNC(=O)c1ccc2c(Cl)c3c(nc2c1)CCCC3	101	-0.3
CCN1CC2=C(OC(N)=C(C#N)C2c2ccc(OC)cc2)/C(=C\c2ccc(OC)cc2)C1 (configuration not stated)	107	1.6
CCOc1ccc(Nc2nc(C)c(NC(=O)c3cccc(F)c3)c(Nc3ccc(OCC)cc3)n2)cc1	108	0.9
CCCn1c(/N=C/c2c[nH]c3ccccc23)nc2ccccc21	104	0.5
CCCc1cc(=O)n(CC(=O)Nc2ccccc2)c(-n2nc(C)cc2C)n1	102	0.1
CN1CCN(S(=O)(=O)c2ccc(SCC(=O)NC3C4CC5CC(C4)CC3C5)nc2)CC1 (configuration not stated)	98	-0.8
CCN(C(=O)c1cc2ccccc2o1)c1nc2c(C)cccc2s1	104	0.3
COC(=O)c1ccc(COC(=O)c2cccc(S(=O)(=O)NCc3ccccc3)c2)o1	101	-0.1
CCOc1ccc(CCNC(=O)c2ccc3c(c2)N(Cc2cccc(Cl)c2)C(=O)c2ccccc2S3(=O)=O)cc1OCC	109	0.6
O=C1Nc2ccccc2/C1=C/c1ccc(N2CCOCC2)cc1	104	0.8
CC1CN(C(=O)CSc2nnc(-c3cccs3)n2N)CC(C)O1 (configuration not stated)	103	0.1
CCNc1nc(NCC)nc(OCC#N)n1	100	0
Clc1ccc(CNc2nc3ccccc3[nH]2)cc1Cl	98	-1.3
Cc1cc(C)nc(/N=C2\NC(=O)CC(C(=O)O)N2c2cccc(Cl)c2)n1 (configuration not stated)	103	-0.1
CCOc1ccccc1C(=O)Nc1ccc2c(c1)N(C)C(=O)c1ccccc1S2	99	-1.2
CCC1CCCCN1S(=O)(=O)c1ccc(NC(=O)COc2ccc(OC)cc2)cc1 (configuration not stated)	102	0.2
O=C(Nc1ccc(-c2ccccc2)cc1)C1CC1c1ccccc1 (configuration not stated)	107	0.5
O=C(NCc1ccccn1)c1ccc(NC2=NC3CS(=O)(=O)CC3S2)cc1 (configuration not stated)	99	-0.9
CC(C)CCNS(=O)(=O)c1ccc(Cl)c(Cl)c1	102	0.2
CCOc1ccc(CNC(=O)c2cc3oc4ccccc4c3n2C)cc1	111	0.2
COC(=O)C1CCCCCC1=O (configuration not stated)	103	0.3
O=c1c2ccccc2nnn1CSc1nc2cc(Cl)ccc2s1	105	0.3
CC1(C)CC(NC(=S)Nc2ccc(S(N)(=O)=O)cc2)CC(C)(C)N1	101	0.1
